Screening data (PubChem)
Hsp70 act: Hsp70 transcriptional activation, primary screen | 0.04% of 200,000 active | HeLa Hsp70 promoter luciferase reporter, luminescence; scaled: vehicle 0, proteasome-inhibitor control 100% | activation, % at 10 µM;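 active = activation above the mean across all tested compounds plus 3 SD, cutoff set per campaign, cut at about 5.5% in these data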;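 note: 100% = MG132 at 30 µM as the positive control and 0% = DMSO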
PMI act: activators of human phosphomannose isomerase | purified human PMI, coupled resazurin fluorescence, 20 min; active compounds read high; 1 = vehicle control, 0 substrate-free wells | activation factor at 20 µM | 0.005% of 190,000 active | AID 1214;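 active = activation factor of 2 or more at 20 µM, relative to plate controls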
Target sequence (P34949 whole entry, looked up): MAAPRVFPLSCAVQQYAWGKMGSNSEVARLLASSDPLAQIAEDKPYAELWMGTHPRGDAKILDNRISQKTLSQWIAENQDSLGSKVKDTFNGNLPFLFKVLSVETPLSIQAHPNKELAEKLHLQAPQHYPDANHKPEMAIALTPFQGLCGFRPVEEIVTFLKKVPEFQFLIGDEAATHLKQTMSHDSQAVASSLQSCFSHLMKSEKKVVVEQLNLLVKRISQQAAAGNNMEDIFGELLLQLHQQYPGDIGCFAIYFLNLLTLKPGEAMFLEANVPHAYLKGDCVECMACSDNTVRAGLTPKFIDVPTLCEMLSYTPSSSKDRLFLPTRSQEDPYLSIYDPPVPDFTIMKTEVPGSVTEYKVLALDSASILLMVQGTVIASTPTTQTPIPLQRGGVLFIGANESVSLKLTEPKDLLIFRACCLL
PMI act satM6P: activators of human phosphomannose isomerase at near-saturating mannose 6-phosphate. coupled PMI enzyme assay, resazurin fluorescence, 20 min; active compounds read high; 1 = untreated enzyme, 0 = substrate-free blank. P34949. activation factor at 20 µM. 0.34% of 190,000 active;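 active = activation factor of 2 or more at 20 µM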
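Material: human phosphomannose isomerase with PGI, G6PDH, diaphorase coupling enzymes. Quantity: 15 ng/mL PMI. Medium: HEPES pH 7.4 buffer with MgCl2 and Tween-20. Reagent: Near-saturating mannose-6-phosphate, 1.0 mM. Compound: 20 µM single dose. Times: enzyme reaction with compound 20 min at room temperature. Detection: resorufin fluorescence at Ex 544/Em 590 nm.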
TNAP inh hi DEA: inhibitors of human TNAP at high phosphate acceptor concentration. P05186. purified TNAP, CDP-star luminescence, 1 M DEA. inhibition, % at 20 µM. 0.03% of 200,000 active;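 active = over 50% inhibition of tissue-nonspecific alkaline phosphatase at 20 µM in the single-dose screen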;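 note: plate controls were DMSO wells for no effect and EDTA-quenched wells as full inhibition for full effect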
Efa HMGR inh: E. faecalis class II HMG-CoA reductase inhibition | AID 1066 | inhibition, % at 10 µM | purified E. faecalis HMGR, NADPH absorbance 340 nm kinetic | 0.41% of 190,000 active;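 active = inhibition above a set limit, the median over all tested compounds plus 3 SD, cut at about 9.5% in these data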;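 note: enzyme runs in reverse so mevalonate oxidation gives rising NADPH absorbance; 0% = complete reaction with DMSO and 100% = background rate lacking mevalonate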
L major viab: inhibitors of Leishmania major promastigote growth | Leishmania major promastigotes, resazurin fluorescence viability | inhibition, % at 10 µM | 9% of 200,000 active | AID 1063; in the data active = inhibition above about 50%;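 note: promastigotes grown with compound for 44 hours at 28 °C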
TNAP inh noacc: TNAP (human) inhibition, acceptor-free conditions; purified TNAP, CDP-star luminescence, 30 min; 0.26% of 200,000 active; P05186; inhibition, % at 20 µM; AID 1012;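 active = tissue-nonspecific alkaline phosphatase inhibition above about 50% at 20 µM in the single-dose screen, limit read from the data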;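 note: 0% = DMSO negative control and 100% = EDTA positive control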
S1P3 antag: blocks the human S1P3 receptor. Q99500. CHO S1P3 NFAT-BLA reporter, FRET fluorescence, antagonist mode. inhibition, % at 4.98 µM. 0.27% of 170,000 active. AID 485;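 active = inhibition above the plate cutoff, the mean inhibition of test wells on that plate plus 3 SD, cut at about 28% in these data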;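 note: cells challenged with S1P at its EC80 of 0.8 µM; blue over green emission ratio from cleaved BLA substrate after 4 h stimulation; 0% = S1P-stimulated wells and 100% = unstimulated DMSO-only wells; some compounds past the cut are filed as inactive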
Target sequence (Q99500 whole entry, looked up): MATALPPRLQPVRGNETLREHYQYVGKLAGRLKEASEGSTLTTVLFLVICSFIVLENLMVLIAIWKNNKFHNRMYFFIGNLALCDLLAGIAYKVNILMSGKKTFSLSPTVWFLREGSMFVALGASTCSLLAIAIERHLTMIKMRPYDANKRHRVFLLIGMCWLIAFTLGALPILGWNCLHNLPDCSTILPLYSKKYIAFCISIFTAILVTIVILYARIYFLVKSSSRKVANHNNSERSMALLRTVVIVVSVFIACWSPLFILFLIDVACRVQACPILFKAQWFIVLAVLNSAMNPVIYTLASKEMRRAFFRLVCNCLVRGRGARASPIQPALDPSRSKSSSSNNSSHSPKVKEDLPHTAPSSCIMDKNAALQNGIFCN
DTT redox prof: compounds producing H2O2 with reducing agent – biochemical, NIH compound library profiling, artefact control for MLSCN library redox annotation, primary screen; DTT-dependent redox cycling H2O2, phenol red/HRP absorbance; 100% = 100 µM peroxide control, 0% = buffer; activation, % at 10 µM; 0.03% of 200,000 active;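 active = activation of at least 50% relative to the plate's high and low controls in the primary single-dose screen; inactive = activation below 50%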;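 note: compound incubated with DTT at 0.8 mM final as the reducing agent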
RAM network inh: blocks the yeast RAM network; S. cerevisiae dse1pr::URA3 reporter, 5-FOA growth OD615, 2 d; analog-sensitive cbk1-as2 kinase mutant strain; inhibition, % at 50 µM; 1.8% of 190,000 active; AID 868;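 active = inhibition above a set limit, 3 SD over mean compound inhibition, cut at about 8.4% in these data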;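 note: 0% = DMSO-only wells with no growth and 100% = 10 µM 1-NA-PP1 full growth; inhibition rescues growth on 5-FOA so higher OD means more RAM inhibition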
* marks the source's active call; other numbers are inactive results; x = no result given. Not a hit list; 12% or so of the library scored in one or more.

Sequence of screens: Hsp70 act	PMI act satM6P	RAM network inh	Efa HMGR inh	PMI act	TNAP inh hi DEA	L major viab	DTT redox prof	TNAP inh noacc	S1P3 antag
- Cc1cccc2nc(CNc3ccc(F)cc3)cn12
→ 1.1	0.8	0.0	-1	0.8	-3	3	2.8	-8	8
- O=C(NCc1ccc(F)cc1)c1noc2c1CCCC2
→ -0.1	0.9	0.3	-3	0.8	0	-12	-0.8	-4	-19
- CCN(CC)C(=O)CSc1nnc(-c2ccco2)n1Cc1ccco1
→ -0.4	0.9	0.7	-5	1	0	0	2.3	-10	15
- CC(C)CN(CC(C)C)c1nc(N)c(C#N)c(CC#N)c1C#N
→ 0.0	1	0.8	-3	0.9	1	6	-2.7	-7	94*
- CNC(=O)CSc1nnc(-c2ccco2)n1-c1ccccc1OC
→ 0.5	0.9	x	x	1	-1	2	0.0	-8	-30
- CCOc1ccc(-c2nc(C#N)c(N3CCN(Cc4ccccc4)CC3)o2)cc1
→ -0.3	1	1.0	3	1	-5	8	-2.1	-10	-12
- C=CCSc1nn2c(=O)c3ccccc3nc2s1
→ -0.1	0.9	3.3	-2	0.9	-2	-6	-3.5	-4	x
- COc1cc(-c2ccc(NC(=O)CN3CCC(C)CC3)c(OC)c2)ccc1NC(=O)CN1CCC(C)CC1
→ -0.2	0.8	0.2	-1	0.8	1	13	-2.7	-6	x
- Cn1nnnc1SCC(=O)c1c(N)n(C)c(=O)n(C)c1=O
→ 0.4	0.9	1.8	-3	0.9	-6	4	-0.2	-8	6
- CCOC(=O)Cn1nnc(-c2cccc(OC)c2)n1
→ -0.5	1	0.8	0	1	-5	-5	0.1	-10	-12
- COc1ccc(-c2cc3ncc(C(C)=O)c(C)n3n2)cc1
→ -0.2	x	3.0	-3	x	-4	-4	-0.2	7	-6
- O=C(O)c1ccccc1Nc1cccc(C(F)(F)F)c1
→ -0.4	1.1	1.1	-2	1.2	-4	10	0.4	-8	-17
- O=C(Nc1ccc(NC(=O)c2ccccc2)nc1)c1ccncc1
→ 0.1	1	2.2	-3	1	-5	-3	0.5	-11	1
- NC(=S)NNc1c(F)c(F)c(F)c(F)c1F
→ -0.3	1.3	1.2	-2	1.4	1	-6	-2.0	-2	-2
- CC(C)NC(=O)c1cc2c(C(F)(F)F)nn(C)c2s1
→ -0.4	0.7	-0.6	-5	0.9	-5	5	3.6	-9	x
- C/C(=N\NC(=S)NCc1ccccc1)c1ccc(Cl)cc1
→ 0.0	0.9	3.5	0	0.8	4	1	-0.5	-18	7
- Cn1c(-c2ccc(F)cc2)cnc1SCC(=O)Nc1ccccc1
→ 0.0	x	1.0	-7	x	-12	12	-0.5	1	-30
- Nc1c(N(C(=O)Nc2ccc(Cl)c(Cl)c2)C2CCCC2)c(=O)[nH]c(=O)n1Cc1ccccc1
→ -0.2	1	3.9	3	0.9	-1	-2	-1.2	-6	x
- COC(=O)c1ccccc1NC(=O)Cn1c(CCC(=O)O)ccc1-c1cccs1
→ -0.1	1.1	3.4	2	1.1	-1	-2	1.3	-2	x
- C=CCn1c(NC(=O)c2ccc(C)cc2)c(C#N)sc1=N
→ -0.2	0.9	1.8	-5	0.7	-6	-5	0.7	-12	4
- Cc1ccc(SCc2cc(=O)[nH]c(/N=C(\N)Nc3ccc(C)c(C)c3)n2)cc1
→ -0.3	1.1	1.7	3	1	-5	2	-5.1	-17	x
- Cc1ccc(C)c(NC(=S)N2CCCCC2CO)c1 (stereo unspecified)
→ -0.1	0.9	1.2	0	1	0	-7	0.0	-14	-29
- Cc1ccc(S(=O)(=O)NCCNC(=O)C2CCCNC2=O)cc1 (stereo unspecified)
→ -0.3	1	1.3	-1	0.9	-3	-3	0.1	-1	-25
- C[C@]12CCC(=O)C[C@@H]1CC[C@@H]1[C@@H]2CC[C@]2(C)C=CC[C@@H]12
→ -0.2	1	x	3	1	-8	x	x	-7	-9
- CCOC(=O)Cn1cnc2c(nnn2Cc2ccc(Cl)cc2)c1=O
→ -0.5	0.8	-1.6	3	1	-3	-8	0.2	-1	0
- CN(C(=O)c1ccc(=O)[nH]c1)C1(C(=O)NC2CCCCC2)CCCCC1
→ -0.3	1	-1.6	-1	1	3	-2	-0.1	-10	x
- O=C(c1ccc(F)cc1)N1CCN(Cc2ccccc2Br)CC1
→ -0.3	0.9	0.6	-3	0.9	-1	-1	0.2	-17	-3
- O=C(COC(=O)c1n[nH]c2ccccc12)NC(=O)NC12CC3CC(CC(C3)C1)C2
→ 1.3	0.8	2.4	-9	0.9	2	-2	-10	-1	-17
- CC(C)CC1=NN(C(=O)c2ccncc2)C(O)(C(F)(F)F)C1 (stereo unspecified)
→ -0.5	1	0.0	0	1	1	-1	-0.2	-5	-4
- O=C(Oc1ccc([N+](=O)[O-])cc1)c1cncc(Br)c1
→ -0.3	1.1	-1.0	-4	1.1	3	26	-0.9	-6	3
- CCOC(=O)Cn1cc(C(=O)c2cccs2)c2ccccc21
→ -0.1	0.9	0.5	-6	0.9	-6	-2	1.6	-9	2
- Cc1cc(C)c(C#N)c(SCSCc2ccccc2)n1
→ -0.1	1	2.5	0	0.9	-4	4	0.3	-8	x
- Cc1sc2ncnc(Sc3ccccc3C(=O)O)c2c1C
→ -0.1	1.4	2.5	-2	1.3	-5	0	0.6	-12	-14
- CCNS(=O)(=O)c1ccc(CCC(=O)NCCc2ccc(OC)cc2)cc1
→ 0.1	1	0.9	0	1	-3	0	-0.5	-6	-12
- O=C(Cc1nnc(NC(=O)Nc2ccc(Cl)cc2)s1)NCc1ccccc1
→ -0.4	1.2	3.0	-2	1.2	-5	-3	-0.5	-11	2
- CCCCC(=O)c1ccc(O)cc1
→ -0.4	1.1	1.0	-2	1	-6	-9	0.0	-5	x
- Cc1cc2cc3c(cc2nc1SCc1ccc(C(=O)O)cc1)OCCO3
→ -0.5	0.9	2.4	-2	1.1	4	-3	0.7	-7	-5
- CC1(C)NC(=O)N(CC(O)CN2C(=O)NC(C)(C)C2=O)C1=O
→ -0.1	1	1.3	-5	1.1	-6	2	-0.2	-8	-25
- Cc1ccc(NC(=O)c2cc(NC(=O)CCCC(=O)O)ccc2Cl)cc1Cl
→ 0.0	0.9	5.5	-5	1	-5	-6	0.5	-9	x
- Cc1ccc(-n2ncc3c(NCc4ccco4)ncnc32)c(C)c1
→ -0.3	1	2.9	0	1	-4	-3	-0.1	-13	-26
- CS(=O)(=O)Nc1ccc(C2=NN(S(C)(=O)=O)C(c3cccs3)C2)cc1 (stereo unspecified)
→ -0.3	1.1	6.8	-6	1.3	-3	1	-0.2	0	-6
- Cc1ccc(NC(=O)N2CCC(NC(=O)C(C)(C)C)CC2)cc1
→ -0.2	1	-0.1	-3	1	-4	0	-8.7	-7	x
- C#CCNC(=O)C1=C[C@H](c2ccc(C(F)(F)F)cc2)[C@@H](CCCO)[C@H](OCC)O1
→ 0.0	1	0.1	0	1	0	4	0.0	-4	-12
- COc1ccc(OC)c(N2CC(O)(c3cccs3)[N+]3=C2SCCC3)c1 (stereo unspecified)
→ -0.2	1.1	1.1	0	1	0	18	0.2	-5	-5
- COc1cc(Br)cc(C=Nc2cccc(C(F)(F)F)c2)c1O
→ -0.5	0.8	-0.8	1	1	-2	40	0.4	-9	-6
- Cc1cccc(NC(=S)N2CCC(C(=O)c3ccc(F)cc3)CC2)c1C
→ 0.0	0.9	0.1	-2	0.9	6	-3	1.7	-9	x
- CCCc1nc2sc3c(c2c(=O)[nH]1)CCCC3
→ 0.0	1.1	0.4	-8	1	-1	3	-0.1	3	-15
- Cc1cc(=O)oc2n[nH]c(-c3ccccc3)c12
→ -0.2	1.1	0.9	-3	1	1	1	-0.1	92*	-7
- CCOC(=O)CSc1ccc(S(=O)(=O)N2CCCCC2)cc1[N+](=O)[O-]
→ -0.4	1	8.7*	2	0.9	1	-3	1.1	-2	-4
- COCCNC(=O)CSc1nc2ccccc2c(=O)n1CC1CCCO1 (stereo unspecified)
→ 0.1	1	0.0	-5	1	-1	-5	-0.4	-8	-14
- C/C(=C\C(=O)c1ccc(Br)cc1)N1CCCCC1
→ 0.0	1	-0.7	3	1.1	1	-3	-1.0	-5	-5
- CCOc1nc(NC(=O)NS(=O)(=O)Oc2cccc(Cl)c2)nc(-c2ccccc2)n1
→ -0.6	1.1	1.3	4	1.1	-2	-5	0.0	-1	-8
- CCOc1ccc(CC(C(N)=O)C(N)=O)cc1CN(C)C
→ -0.5	1	2.6	-6	1	-4	-2	-3.8	-12	x
- O=C(Nc1ccccc1N1CCN(c2ccccc2)CC1)c1ccccc1F
→ 0.8	0.9	4.8	-2	0.9	-6	9	-0.3	-9	-16
- COC(=O)Nc1ccc(S(=O)(=O)N2CCCC(C(=O)N3CCCCCC3)C2)cc1 (stereo unspecified)
→ -0.2	1.1	5.1	-4	1	-2	6	-1.0	-8	-6
- COC(=O)Nc1ccc(S(=O)(=O)Nc2ccccc2F)cc1
→ 0.4	1	1.9	-2	0.9	1	-4	-0.2	-5	12
- COC(=O)c1ccc(C(=O)OC)c(NC(=O)CN2CCCCC2)c1
→ 0.1	0.9	1.8	1	1	1	-5	-0.2	-6	21
- CC(=O)Nc1nnc(SCc2cccc(F)c2)s1
→ -0.2	1	1.2	-1	1	-6	-7	0.1	-9	-8
- Cc1nn(-c2ccccc2)c(N)c1N=Nc1ccc(Cl)cc1
→ 0.1	0.8	10*	2	0.8	5	14	0.3	19	14
- Cc1cc(Cl)n2c(nc3ccccc32)c1C#N
→ 9.7*	0.7	-0.7	-3	1	0	100*	1.5	-5	15

Carrying on:
Sequence of screens: Hsp70 act	PMI act satM6P	RAM network inh	Efa HMGR inh	PMI act	TNAP inh hi DEA	L major viab	DTT redox prof	TNAP inh noacc	S1P3 antag
- CCCC(=O)Nc1nnc(Sc2ccc(N(C)C)cc2)s1
→ -0.4	0.9	5.0	-1	0.9	-1	0	2.0	-10	-6
- CC1=CC(c2ccccc2)n2nc(N3C(=O)c4ccccc4C3=O)nc2N1 (stereo unspecified)
→ 0.0	1	1.8	1	1	-4	-9	1.2	-12	-3
- Cn1cc(C(=O)N/N=C/C(Br)=C/c2ccccc2)ccc1=O
→ -0.1	1	2.4	-3	1	0	62*	0.5	5	1
- CC1=NNC(=O)c2ccccc2O1
→ -0.2	0.9	0.6	-1	1	-6	-2	-1.1	-7	-4
- O=C(CN(Cc1ccco1)C(=O)CNS(=O)(=O)c1ccc(Cl)cc1)NC1CCCCC1
→ -0.1	1	1.4	0	1	-6	-5	0.1	-11	-23
- O=C(Nc1cccc(-c2cn3cccnc3n2)c1)c1ccc2c(c1)OCO2
→ 0.0	1	0.5	-10	1	1	98*	2.0	-6	x
- CCOC(=O)/C(C#N)=C\C1=C(N2CCCC2)CC(C)(C)OC1
→ 0.7	0.8	1.9	1	1	7	0	1.4	0	x
- CC(C)CN(CC(C)C)S(=O)(=O)N1CCC(C(=O)NCc2ccco2)CC1
→ 0.3	1.1	0.3	2	1.1	-5	-4	-0.1	-13	-9
- COc1cc(OC)c(C(=O)OCC(=O)c2cc(C)n(CC3CCCO3)c2C)cc1OC (stereo unspecified)
→ 0.0	0.9	2.2	-2	0.9	-4	-5	0.1	-12	-3
